Screening results: PubChem, National Center for Advancing Translational Sciences (NCATS)
EPAC1 ag = qHTS for Agonist of cAMP-regulated guanine nucleotide exchange factor 3 (EPAC1): primary screen. hit rate 0.073% among 360,000. EPAC1 agonist qHTS, biochemical assay; response scale: 100% = response to 6.5 mM cAMP. Rap guanine nucleotide exchange factor 3 (Homo sapiens), O95398. Potency, µM (doses to about 154 µM), for the others: at the highest dose activation, hits mostly activators; also: potency is read from the fitted curve at half-maximal effect; nearly all actives have a fitted effect of over 60% in size
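Compounds were pinned as a concentration titration into mixtures of EPAC1 (100 nM), BODIPY-GDP-loaded Rap1B (250 nM) and GDP (50 uM). After 5 min at room temperature, fluorescence was followed for 30 min; activity was scaled to 6.5 mM cAMP.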
IL-2 act = qHTS of IL-2 Activators | IL-2 activation reporter assay, cell-based qHTS; stimulated with anti-CD3/CD4/CD28 beads; in transgenic mouse T cells | activation, % (series mostly up to about 46 µM) | hit rate 0.065% among 360,000 | AID 652025, 2013; in the data active = activation above about 50%; inconclusive = mostly about 30% to 49%; also: 0% is about no effect
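First, unstimulated transgenic mouse T cells were exposed to compound for 60 min. Next, anti-CD3/anti-CD4-coated beads with anti-CD28 were added. Finally, after 18 h at 37 degrees C, EGFP and DsRed were imaged.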
CCT chaperon mod = High-Throughput Screening for Modulators of Cytosolic Chaperonin Activity; activity change, % (test concentration not listed), hits read low; hit rate 0.3% among 360,000; purified chaperonin ATPase assay, HTRF ADP detection, 30 min; in the data active = activity change below about -30%; also: % is scaled to controls: 0 for no effect and ±100 for the full control effect
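Nucleotide hydrolysis assay: TRiC at 20–40 nM final (set by batch activity) with 10 uM ATP, 30 min at 37 °C, in presence of 76 uM compound. Detection by competitive ADP HTRF, 30 min ambient.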
PI5P4Ka inh = qHTS for Inhibitors of phosphatidylinositol 5-phosphate 4-kinase (PI5P4K); Phosphatidylinositol 5-phosphate 4-kinase type-2 alpha (Homo sapiens), P48426; PI5P4Kalpha enzyme, ADP-Glo luminescence, 60 min; stronger effect = lower value; max response, %; hit rate 1.2% among 330,000; AID 652105, 2013; active = max response of -50% or lower; inconclusive = between -30% and -50%; inactive = -30% or higher; also: value at the top dose of about 77 µM; % is scaled to controls: 0 for no effect and ±100 for the full control effect
Target sequence (P48426 whole entry, looked up): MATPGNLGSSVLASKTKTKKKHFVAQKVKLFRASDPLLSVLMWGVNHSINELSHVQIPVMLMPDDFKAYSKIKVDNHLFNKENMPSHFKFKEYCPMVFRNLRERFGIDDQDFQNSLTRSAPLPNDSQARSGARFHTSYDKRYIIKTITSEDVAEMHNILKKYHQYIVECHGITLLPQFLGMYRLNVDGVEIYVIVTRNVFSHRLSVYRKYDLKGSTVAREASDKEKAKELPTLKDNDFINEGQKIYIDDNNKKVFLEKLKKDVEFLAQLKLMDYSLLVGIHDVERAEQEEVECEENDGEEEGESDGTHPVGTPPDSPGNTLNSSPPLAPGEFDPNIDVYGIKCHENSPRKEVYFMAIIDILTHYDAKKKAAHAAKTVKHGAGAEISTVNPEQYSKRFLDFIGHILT
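Compounds were pin-transferred onto PI5P4Kalpha and substrate in HEPES pH 7.4 buffer with EGTA, CHAPS and 5% DMSO. ATP (5 microM final) started the reaction, which ran 60 minutes at room temperature before ADP-Glo detection.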
EPAC2 agonist = qHTS for Agonist of cAMP-regulated guanine nucleotide exchange factor 4 (EPAC2): primary screen. Potency, µM (top dose mostly 154 µM), without a hit: top-dose activation, actives largely listed as activators. hit rate 0.079% among 360,000. Rap guanine nucleotide exchange factor 4 (Homo sapiens), Q8WZA2. EPAC2 activation, biochemical qHTS; response scale: 100% = 6.5 mM cAMP response; also: potency is read from the fitted curve at half-maximal effect; nearly all actives have a fitted effect of over 50% in size
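Guanine nucleotide exchange by EPAC2 is measured as reduced fluorescence of BODIPY-GDP once it is released from 250 nM Rap1B. Plates are read kinetically for 30 min at room temperature; results are scaled to 6.5 mM cAMP.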
EPAC1 antag = qHTS for Antagonist of cAMP-regulated guanine nucleotide exchange factor 3 (EPAC1): primary screen; Rap guanine nucleotide exchange factor 3 (Homo sapiens), O95398; EPAC1 GEF assay, Rap1b-BODIPY-GDP exchange fluorescence; Potency, µM (doses to about 115 µM), for inactives: top-dose activity change, negative = inhibition, usual class: inhibitors; hit rate 0.14% among 360,000;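 also: potency is read from the fitted curve at half-maximal effect; plate controls were vehicle for no effect and positive control for full effect; nearly all actives have a fitted effect of over 50% in size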
WRN inhibitor = qHTS for Inhibitors of WRN Helicase. Bifunctional 3'-5' exonuclease/ATP-dependent helicase WRN (Homo sapiens), Q14191. WRN helicase unwinding, fluorescent forked duplex, kinetic. Potency, µM (top dose mostly 114 µM), for inactives: at the highest dose activity change, negative = inhibition, most hits filed as inhibitors. hit rate 0.46% among 360,000; also: potency is read from the fitted curve at half-maximal effect; % is scaled to controls: 0 for no effect and ±100 for the full control effect; nearly all actives have a fitted effect of over 55% in size
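Primary qHTS, 1536-well format. 20 nM WRN + compound, 15 min RT; start with 100 nM forked fluorophore/quencher duplex, 2 mM ATP (final); kinetic read ex 525/em 598 nm.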
PLK1 PBD inh = qHTS for Inhibitors of PLK1-PDB (polo-like kinase 1 - polo-box domain): Primary Screen | Potency, µM, inactives show max response, negative = inhibition, actives largely listed as inhibitors | Serine/threonine-protein kinase PLK1 (Homo sapiens), P53350 | hit rate 2.8% among 360,000 | Plk1 PBD binding of FITC phosphopeptide, fluorescence polarization; also: potency is read from the fitted curve at half-maximal effect; series mostly up to about 57 µM; % is scaled to controls: 0 for no effect and ±100 for the full control effect; nearly all actives have a fitted effect of over 65% in size
Target sequence (P53350 whole entry, looked up, the tested form may be a part): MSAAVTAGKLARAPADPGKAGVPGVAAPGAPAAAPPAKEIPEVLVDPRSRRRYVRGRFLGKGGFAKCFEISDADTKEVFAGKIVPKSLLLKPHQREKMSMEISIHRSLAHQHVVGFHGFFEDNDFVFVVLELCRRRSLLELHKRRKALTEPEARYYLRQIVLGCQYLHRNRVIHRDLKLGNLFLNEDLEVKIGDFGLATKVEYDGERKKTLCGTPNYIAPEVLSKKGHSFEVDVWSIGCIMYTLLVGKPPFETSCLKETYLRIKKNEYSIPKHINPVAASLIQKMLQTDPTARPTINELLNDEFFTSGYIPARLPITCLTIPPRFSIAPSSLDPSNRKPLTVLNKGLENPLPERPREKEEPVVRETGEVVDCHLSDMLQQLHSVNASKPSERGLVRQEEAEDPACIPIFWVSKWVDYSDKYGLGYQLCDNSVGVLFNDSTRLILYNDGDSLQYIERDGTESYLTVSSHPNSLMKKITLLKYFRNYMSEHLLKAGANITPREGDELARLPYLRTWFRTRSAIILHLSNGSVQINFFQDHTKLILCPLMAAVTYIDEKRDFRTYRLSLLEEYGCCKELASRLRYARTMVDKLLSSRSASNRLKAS
An asterisk follows results filed as active; ? = inconclusive; nt = not tested or not shown; [ ] = dose if it differs, or a comment. Unless noted, calls follow the shape of the dose curve; as a rule, active = well fitted curve in the direction sought with a large enough effect; inconclusive = small, poorly fitted or top-dose-only effect, or another doubt; inactive = no such curve, though single readings can be large; an effect the other way counts as inactive or inconclusive.

SMILES	EPAC1 ag	IL-2 act	CCT chaperon mod	PI5P4Ka inh	EPAC2 agonist	EPAC1 antag	WRN inhibitor	PLK1 PBD inh
CC1(C)Cc2c(C#N)c(SCCC#N)nc(N3CCOCC3)c2CO1	5%	-3.7	-0.3	15	7%	-5%	1%	-5%
Cc1cc(Nc2nc3ccccc3nc2Cl)n(-c2ccc([N+](=O)[O-])cc2)n1	1%	-1.1	0.6	nt	-1%	-2%	-9%[57.1 µM]	1%
COc1ccc(NC(=O)C2Cc3c(-c4cccc(C(N)=O)c4)ccnc3O2)cn1 (stereo unspecified)	-8%	0.1	0.5	-1	8%	12%	3%	-1%
Cc1ccc(C(C#N)c2ccc3c(C(F)(F)F)cc(C(F)(F)F)nc3n2)cc1 (stereo unspecified)	-18%	-0.3	-45*	1	-9%	-17%	-8%	2%
CC(C)=CCCC(C)CN1CCC(N2CCC(C(=O)NC(C)C)CC2)CC1 (stereo unspecified)	-6%	-0.3	0.1	2	11%	-5%	1%	-16%
CC(C)CC(=O)Nc1ccc(C(=O)NNC(=O)C(c2ccccc2)c2ccccc2)cc1	-6%	-1.4	2.9	nt	-4%	12%	6%	0%
O=C(NCc1cccnc1)c1ccc(-c2ccc(F)c(F)c2)c2ccoc12	-3%	-0.7	-2.9	0	11%	-19%	-3%	-13%
CCCCC(=O)OCC(=O)c1[nH]c(C)c(C(C)=O)c1C	9%	-0.4	2.1	-1	10%	8%	-10%	-10%
O=C(C[C@H]1C=C[C@H](NC(=O)c2ccccn2)[C@@H](CO)O1)NCc1cc(F)cc(F)c1	4%	0.0	nt	2	3%	15%	5%	-15%
CC1C=CCC2C(=O)N(c3cccc(C(=O)NCCc4ccccc4)c3)C(=O)C12 (stereo unspecified)	9%	-2.7	-0.6	-19	8%	?	-13%	-20%
Cc1ccc(CN2CCN(Cc3cnc(C)s3)CC2CCO)cc1 (stereo unspecified)	-8%	-0.4	0.8	3	12%	7%	8%	-7%
CCOc1ccc(-c2c(C(=O)N/N=C/c3sccc3C)nnn2-c2nonc2N)cc1	16%	0.4	-0.8	-9	2%	2%	-3%	-18%
S=C1NCCOCCOCCOCCOCCNC(=S)N2CCOCCOCCN1CCOCC2	7%	1.2	0.4	5	7%	-5%	5%	-8%
OCC[C@H]1C[C@H](O)[C@@H](O)[C@@]2(CCCO2)O1	3%	0.7	-1.7	-1	5%	1%	-3%	-5%
CCc1cccc(C)c1N(C(=O)Cn1c(=O)[nH]c2ccccc21)C(C)COC (stereo unspecified)	-11%	-0.3	-1.1	3	9%	-14%	-1%	3%
COc1ccc(N=N/C(=C\O)C(=O)c2cccs2)cc1	9%	-0.2	-0.2	0	25%	-10%	-21%	-14%
CC(=O)C1=C(O)C(=O)N(c2ccccn2)C1c1ccc(C)cc1 (stereo unspecified)	-6%	-4.5	-0.2	5	7%	8%	-1%	1%
CC1=Nc2ccccc2/C1=C/c1c(N)n2c(S(=O)(=O)C(C)C)nsc2nc1=O	-3%	1.1	0.8	-76*	-6%	-27%	?	-26%
O=C(Cn1cc(S(=O)(=O)Cc2ccccc2)c2ccccc21)Nc1ccccc1	1%	0.5	-4.8	?	-6%	-18%	-12%	-21%
CCOC(=O)C1=C(C)NC(=O)/C1=C\N(C)C	5%	-0.2	-1.6	1	10%	1%	-30%	-17%
C=CC[C@H](CC(=O)NCCO)C(=O)N[C@H](COC(=O)[C@H](CC=C)CC(=O)OC(C)(C)C)c1ccccc1	-24%	0.3	0.7	-5	0%	5%	3%	0%
COc1ccc(Cc2nc3ccc(C(=O)N4CCCC4)cc3o2)cc1OC	1%	-2.2	0.0	2	4%	-7%	1%	-11%
CN(C)S(=O)(=O)c1cccc(NC(=S)NCCCn2ccnc2)c1	5%	1.1	-2.6	-8	3%	0%	7%	-25%
COc1ccc(CSCC(=O)Nc2ccccc2SC)cc1	2%	3.3	-0.5	2	2%	-6%	0%	-9%

Part of the list above, reformatted.
COc1ccc(Cc2nc3ccc(C(=O)N4CCCC4)cc3o2)cc1OC
  EPAC1 ag: 1%
  IL-2 act: -2.2
  CCT chaperon mod: 0.0
  PI5P4Ka inh: 2
  EPAC2 agonist: 4%
  EPAC1 antag: -7%
  WRN inhibitor: 1%
  PLK1 PBD inh: -11%

CC(=O)C1=C(O)C(=O)N(c2ccccn2)C1c1ccc(C)cc1 (stereo unspecified)
  EPAC1 ag: -6%
  IL-2 act: -4.5
  CCT chaperon mod: -0.2
  PI5P4Ka inh: 5
  EPAC2 agonist: 7%
  EPAC1 antag: 8%
  WRN inhibitor: -1%
  PLK1 PBD inh: 1%

S=C1NCCOCCOCCOCCOCCNC(=S)N2CCOCCOCCN1CCOCC2
  EPAC1 ag: 7%
  IL-2 act: 1.2
  CCT chaperon mod: 0.4
  PI5P4Ka inh: 5
  EPAC2 agonist: 7%
  EPAC1 antag: -5%
  WRN inhibitor: 5%
  PLK1 PBD inh: -8%

The list goes on.
SMILES	EPAC1 ag	IL-2 act	CCT chaperon mod	PI5P4Ka inh	EPAC2 agonist	EPAC1 antag	WRN inhibitor	PLK1 PBD inh
CCOC(=O)c1cc(-c2ccc(F)cc2)n(CC(=O)Nc2nccs2)c1C	-14%	-0.5	-0.5	0	6%	-14%	-12%	-3%
Cc1ccc(CN2CC(C(=O)OCc3ccccc3Cl)CC2=O)cc1 (stereo unspecified)	5%	-5.0	-3.0	1	-2%	3%	-1%	-5%
COCC1CCN(C(=O)C2CCC(=O)N(CCc3cccc(F)c3)C2)CC1 (stereo unspecified)	-2%	-0.7	1.9	0	-3%	16%	1%	2%
CSc1cccc(NC(=O)OC2CCCCCCCCCCC2)c1	-4%	-2.6	0.0	28	17%	-11%	-8%	-6%
CCn1c2ccccc2c2nc3ccccc3nc21	10%	-3.3	-0.1	3	15%	-3%	-2%	-6%
COc1cccc(NC(=O)c2cc(-c3ccc(OC)cc3OC)nc3ccccc23)c1	9%	-0.1	-0.2	1	17%	-6%	-4%	-24%
Cn1ncc(N)c1C(=O)Nc1cccc(C(F)(F)F)c1	-4%	0.7	-0.4	3	5%	-2%	-26%	-9%
Cc1c(/C(O)=C2/C(=O)C(=O)N(CCN(C)C)C2c2ccc(C(C)C)cc2)cnn1-c1ccccc1 (stereo unspecified)	-7%	-2.0	-0.4	-1	2%	8%	5%	-6%
CCOC(=O)c1ccc(N2CCN(C(C)=O)CC2)c(NC(=O)c2cccnc2)c1	9%	-0.3	1.1	1	2%	-5%	3%	4%
Cc1nc2c(-c3ccc(F)cc3)c(C)nn2c(C)c1CCC(=O)NCc1ccco1	-8%	0.5	-0.9	-2	2%	-8%	2%	0%
NS(=O)(=O)c1ccc(NCC2COc3ccccc3O2)c([N+](=O)[O-])c1 (stereo unspecified)	0%	0.2	2.2	-3	-5%	-17%	-8%	-2%
COc1ccc2[nH]c(=O)c(CN(CC3CCCO3)C(=S)Nc3ccccc3)cc2c1 (stereo unspecified)	7%	-2.2	-4.8	-2	15%	-18%	-1%	-11%
O=C(NC1CCCCC1)c1nc2c(nnn2Cc2ccccc2Cl)c(=O)[nH]1	3%	-0.2	1.7	nt	5%	-9%	-16%	-14%
O=C(c1ccco1)c1nc2c(n1O)CCCCC2	9%	1.1	0.9	-8	-18%	-5%	6%	-1%
CCn1nnnc1SCC(=O)Nc1nc(C)c(C)s1	2%	-0.2	-4.1	0	-1%	-8%	-7%	-5%
O=C(Nc1ccccc1C(=O)O)c1cc(S(=O)(=O)Nc2ccccc2)ccc1Cl	-8%	-0.7	-0.2	?	2%	?	-6%[57.1 µM]	2%
O=C(O)/C=C/C(=O)Nc1ccccc1-c1ccccc1NC(=O)/C=C/C(=O)O	7%	-6.0	-0.8	-1	4%	-26%	-20%	-24%
Cc1ccc(-c2nc3ccccc3o2)cc1NC(=S)NC(=O)c1cccs1	2%	-0.2	-1.2	4	3%	0%	-1%	-6%
O=C(CCN1C(=O)/C(=C/c2ccc(Cl)cc2)SC1=S)Nc1ccc(C(=O)O)cc1	3%	11	4.6	0	4%	-16%	-5%	30µM*
CCCc1ccc(Oc2cc(NN3CCCCC3)c([N+](=O)[O-])cc2[N+](=O)[O-])cc1	-20%	0.7	2.8	5	-4%	-8%	-5%	0%
COc1ccc(-c2nc(N3CCN(C)CC3)sc2-c2ccc(OC)cc2)cc1	-1%	-0.6	1.5	12	18%	-7%	-4%[57.1 µM]	-1%
Cn1c(=O)c(=O)n(C)c2cc(N3CCCC3)c(NS(=O)(=O)c3ccc(F)cc3)cc21	-14%	-1.8	-1.7	-3	3%	-30%	0%	-9%
CC(C)C(NS(=O)(=O)c1cccs1)C(=O)N(C)Cc1ccccc1 (stereo unspecified)	19%	1.2	1.0	nt	10%	1%	-8%	-8%
Cc1nnc(C)n1N	3%	1.5	2.2	-9	-1%	?	2%[57.1 µM]	5%
O=C(N/N=C/c1ccc(OC(=O)c2cccc(Br)c2)cc1)c1cccnc1	6%	0.8	-0.4	-1	2%	17%	11%	-5%
Cc1nnc(SCC(=O)N2CCN(Cc3ccccc3)CC2)s1	4%	-3.6	-6.0	nt	3%	11%	-3%	-8%
C=CC[C@H](CC(=O)NCCO)C(=O)N[C@@H](COC(=O)[C@@H](CC=C)Cc1ccc(F)cc1)Cc1ccccc1	-17%	-0.6	0.1	2	-7%	8%	-2%	4%
Cc1ccccc1NC(=S)N(Cc1ccccc1)Cc1cccnc1	-5%	0.3	2.6	7	-4%	2%	6%	?
CC(=O)c1ccc(NC(=O)c2c(C)nn(-c3ccccc3)c2Cl)cc1	-3%	-1.4	1.3	2	-3%	-9%	-15%[57.1 µM]	-2%
O=C1NC[C@@H](CCCCN2C[C@H](Cc3ccccc3)N(CCc3ccc(O)cc3)C(=O)C2=O)N(CC2CCCCC2)C1=O	-12%	3.5	-0.5	-1	2%	-8%	2%	-8%
COc1ccc(CC(=O)NC(C)c2nnc(SCC(=O)Nc3ccccc3F)n2C)cc1 (stereo unspecified)	6%	-0.4	-0.6	-7	7%	-9%	-5%	-8%
COc1ccc(OC)c(-c2cc(C(=O)N/N=C(\C)c3cccnc3)c3ccccc3n2)c1	11%	-1.4	-1.8	4	2%	-24%	-2%	-2%

Only part of the results is shown; the hit share may differ from the screen's.
